Bioassay records as filed in PubChem BioAssay.
GASC-1 inh = human JMJD2C demethylase inhibition; Q9H3R0; GST-JMJD2C(1-420) H3K9me3 demethylation, DELFIA europium; inhibition, % at 2.35 µM; 0.069% of 330,000 active;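 active = more than half of a compound's replicate wells show inhibition beyond 50%, single wells judged on their own value; inconclusive = some, but no more than half, of replicates pass 50% inhibition; inactive = no replicate passes 50% inhibition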;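 note: signal counts dimethyl H3K9 product captured on neutravidin plate; 0% = median of DMSO wells and 100% = 0.3 times that DMSO median; strong numbers were not always called active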
Target sequence (Q9H3R0 1-420 limits assumed): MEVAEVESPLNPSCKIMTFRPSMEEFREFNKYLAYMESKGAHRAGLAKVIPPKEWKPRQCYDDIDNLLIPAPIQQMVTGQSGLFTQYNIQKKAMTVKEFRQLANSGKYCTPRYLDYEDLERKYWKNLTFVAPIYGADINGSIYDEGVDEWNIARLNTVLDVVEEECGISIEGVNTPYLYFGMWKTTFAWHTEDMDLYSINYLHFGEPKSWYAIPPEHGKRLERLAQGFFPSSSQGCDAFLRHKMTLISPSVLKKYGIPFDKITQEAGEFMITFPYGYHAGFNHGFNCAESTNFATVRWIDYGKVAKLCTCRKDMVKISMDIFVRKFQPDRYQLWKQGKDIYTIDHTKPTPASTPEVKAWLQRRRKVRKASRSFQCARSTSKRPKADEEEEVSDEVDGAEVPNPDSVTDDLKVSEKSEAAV
proCasp7 act = counter-screen: procaspase-7 (human) activation; recombinant procaspase-7, Ac-DEVD-pNA absorbance 405 nm; D23A/D198A/D206A triple mutant, cannot self-cleave; scale: DMSO 0, 5 µM enzyme 100; activation, % at 8.5 µM; 0.093% of 330,000 active;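 active = percent activation above the screen-wide mean plus 3 SD, cut at about 25% in these data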
Target sequence (P55210 whole entry D23A/D198A/D206A): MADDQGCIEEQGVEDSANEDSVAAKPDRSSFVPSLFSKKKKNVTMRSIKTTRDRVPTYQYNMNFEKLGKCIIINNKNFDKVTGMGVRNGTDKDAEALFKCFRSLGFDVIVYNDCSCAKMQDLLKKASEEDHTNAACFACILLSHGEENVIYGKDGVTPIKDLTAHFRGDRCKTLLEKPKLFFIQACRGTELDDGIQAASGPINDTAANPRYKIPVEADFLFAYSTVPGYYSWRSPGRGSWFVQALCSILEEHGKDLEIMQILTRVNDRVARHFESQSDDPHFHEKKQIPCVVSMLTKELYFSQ
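signal = Epi-absorbance of released pNA at 405 nm, two timepoints | assay system = Uncleavable procaspase-7 mutant enzyme | reagent = Ac-DEVD-pNA substrate, 400 µM as added | times = 1 h enzyme–compound preincubation and 2 h substrate reaction, both 25 °C | benchmarks = low DMSO alone, high DMSO plus 5 µM PC-7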
HCV core dimer = HCV core protein dimerization inhibition | TR-FRET GST/Flag-core106 dimerization, 1536-well | 0.33% of 300,000 active | inhibition, % at 5 µM | AID 1899;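 active = inhibition above the mean of all tested compounds plus 3 SD, set per screening campaign, cut at about 45% in these data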
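Material: Tagged HCV core106 pair (GST and Flag) | Amount: GST-core106 13.5 nM, Flag-core106 17 nM | Medium: KF-containing HEPES buffer, pH 7.45, DTT, CHAPS, BSA | Reagent: Eu donor and XL665 acceptor anti-tag antibodies | Schedule: 4 h at 22.5 °C | Technique: Time-resolved FRET, ex 340 nm, em 617 and 671 nm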
PP5 inh = PP5 (human) phosphatase inhibition; P53041; purified PP5c, OMFP substrate fluorescence; inhibition, % at 6.7 µM; 0.18% of 320,000 active; AID 1987;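 active = inhibition above the campaign's mean inhibition across all tested compounds plus 3 SD, cut at about 9.5% in these data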;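 note: 0% = DMSO only and 100% = 100 µM cantharidin control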
Fh CTSL1 inh = counter-screen for PFM18AAP inhibitors: inhibitors of F. hepatica cathepsin L1; recombinant F. hepatica cathepsin L1, Z-Leu-Arg-MCA fluorescence; inhibition, % at 5.96 µM; 0.49% of 300,000 active;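 active = inhibition above the mean of all tested compounds plus 3 SD, set per screening campaign, cut at about 17% in these data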;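 note: 0% = plate median of test compound wells and 100% = 1 µM Z-Phe-Ala-diazomethylketone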
PP1 counter = blocks human PP1-alpha phosphatase, a PP5 counter-screen | purified PP1alpha, OMFP fluorescence | inhibition, % at 6.7 µM | 0.9% of 320,000 active | AID 2235;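 active = inhibition above the mean inhibition of all tested compounds plus 3 SD, computed separately for each screening campaign, cut at about 15% in these data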
Target sequence (P62136 whole entry, looked up): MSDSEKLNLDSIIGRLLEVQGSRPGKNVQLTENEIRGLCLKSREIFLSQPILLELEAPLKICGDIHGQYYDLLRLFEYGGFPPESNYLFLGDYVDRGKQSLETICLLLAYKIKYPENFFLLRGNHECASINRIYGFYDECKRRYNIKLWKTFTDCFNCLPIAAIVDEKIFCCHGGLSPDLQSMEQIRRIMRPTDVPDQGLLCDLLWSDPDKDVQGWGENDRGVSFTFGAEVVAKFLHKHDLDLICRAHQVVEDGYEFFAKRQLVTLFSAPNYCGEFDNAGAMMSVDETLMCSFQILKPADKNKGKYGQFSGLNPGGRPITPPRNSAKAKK
GRK2 inh = inhibitors of human GRK2 displacing RNA aptamer | bead flow cytometry, FAM-aptamer displacement from GRK2 | 0.59% of 330,000 active | inhibition of aptamer binding, % at 10 µM | P25098;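 active = inhibition of aptamer binding above 40%, roughly 3 SD of noise, on plates passing a quality check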;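 note: median bead fluorescence of bound FAM aptamer so fluorescent compounds give negative values; no value below 0 was filed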
VLA-4 inh = inhibition in a human VLA-4 binding assay | P13612 | VLA-4 expressing cells, ligand binding flow cytometry | inhibition, % (about 7 µM as worked out from the volumes in the protocol) | 0.2% of 330,000 active; in the data active = inhibition above about 50%
proCasp3 act = activators of human procaspase-3; 0.11% of 330,000 active; recombinant procaspase-3 D3A, Ac-DEVD-pNA absorbance 405 nm; P42574; AID 463141; activation, % at 8.5 µM;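 active = activation above the mean of all tested compounds plus 3 SD, cut at about 21% in these data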;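 note: 0% = DMSO alone and 100% = DMSO wells spiked with extra 5 µM PC-3 D3A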
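assay system = Procaspase-3 D3A mutant | signal = absorbance at 405 nm, 0 and 120 min | times = 1 h preincubation plus 2 h reaction at 25 °C | repeats = single replicate | read-out = % activation between DMSO and enzyme-spiked controls | medium = Zinc-free HEPES saline buffer with Triton X-100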
The depositor's hits bear a star; ? = inconclusive; . = no result given.

SMILES | GASC-1 inh | proCasp7 act | HCV core dimer | PP5 inh | Fh CTSL1 inh | PP1 counter | GRK2 inh | VLA-4 inh | proCasp3 act
COc1ccc(CC(=O)NNC(=O)CCc2ccccc2)cc1OC | 2.1 | -3.8 | -4.4 | -1.0 | -1.7 | -3.7 | 0.0 | -5.5 | 12.1
CCN(CC)S(=O)(=O)c1ccc(N2CCOCC2)c(NC(=O)c2ccccc2F)c1 | 8.0 | 2.9 | 7.0 | 2.5 | 0.8 | -2.8 | 1.0 | -4.6 | -6.1
CCN(CC(=O)Nc1c(F)cccc1F)C(=O)CNC(=O)c1cccs1 | -12.8 | -2.4 | -3.6 | 2.0 | 1.1 | -4.1 | 2.0 | 4.9 | -1.1
CSCCC(NC(N)=O)C(=O)Nc1ccc2ccccc2c1 (stereo not drawn) | 32.0 | 0.9 | 3.3 | -0.5 | -1.9 | -1.2 | 3.0 | 2.0 | -2.8
CC(C)OC(=O)c1cccnc1N1CCN(c2ccc(F)cc2)CC1 | 5.4 | -8.8 | -0.2 | 4.4 | 2.4 | 1.8 | 3.0 | -8.3 | -8.6
COc1ccc(C(=O)CCN2CCc3cc(OC)c(OC)cc3C2)cc1 | -10.0 | -24.2 | -0.1 | -1.8 | -1.5 | 3.5 | 3.0 | -8.5 | -14.2
Cc1cc(OCC(=O)NC(Cc2ccc(Cl)cc2)C(=O)O)c2c(C)c(C)c(=O)oc2c1 (stereo not drawn) | . | 1.2 | 3.1 | -1.9 | -1.6 | 5.3 | 1.0 | 0.0 | -5.8
CCOc1ccc(OCCN2C(=O)NC3(CCCc4ccccc43)C2=O)cc1 (stereo not drawn) | -2.3 | -0.7 | 4.7 | 3.2 | -1.4 | 1.1 | 1.0 | 1.6 | 1.9
O=C(CSc1nnnn1-c1ccc(Cl)cc1)NNC(=O)c1ccc([N+](=O)[O-])cc1 | -0.2 | 2.4 | -0.3 | 0.8 | 2.8 | 2.9 | 0.0 | 1.9 | 5.7
Cc1cc(N2CCC(C(N)=O)CC2)nc(-c2ccccc2)n1 | 6.4 | 0.6 | -6.5 | 2.3 | -2.2 | 1.4 | 2.0 | -3.0 | 0.3
O=C(Nc1ccn(Cc2ccccc2F)n1)c1ccc(COc2ccccc2Cl)cc1 | -1.7 | -2.8 | 9.9 | 3.6 | -3.5 | 0.1 | 0.0 | 4.7 | 8.9
O=C(CCNC(=O)c1ccc(Br)cc1)Nc1cccc(S(=O)(=O)N2CCCCCC2)c1 | -2.1 | -4.3 | 0.9 | 1.4 | -3.7 | -2.5 | 0.0 | -4.6 | 7.0
CN(C)/N=C/c1ccc(OC(=O)c2cccc([N+](=O)[O-])c2)cc1 | -6.5 | -7.9 | 4.2 | 3.3 | -3.8 | -8.0 | 2.0 | 10.5 | -13.7
CCCCN(C)C(=O)c1nc2ccccn2c1CN1CCSCC1 | 15.5 | 8.4 | 3.7 | -1.1 | -9.2 | -4.0 | 0.0 | -24.2 | 9.5
CSCCC1C(=O)OC2(C)CC(C)(C)NC(=S)N12 (stereo not drawn) | 2.0 | -2.9 | -2.4 | -1.9 | -0.5 | -3.1 | 0.0 | 1.1 | -6.0
Cc1nc2ncnn2c(C)c1CCC(=O)NCc1ccccc1 | 5.1 | 3.9 | -2.3 | -0.9 | -0.3 | -1.2 | 0.0 | 20.0 | -2.0
O=C(O)c1cccc(Oc2ccccc2[N+](=O)[O-])c1 | 3.6 | 4.6 | -6.0 | 2.8 | -0.5 | -0.2 | 3.0 | 9.3 | 3.0
CSC1=C(C#N)C(c2sccc2C)CC(=O)N1 (stereo not drawn) | -5.2 | 6.4 | -5.6 | 3.8 | 1.7 | 5.5 | 0.0 | 3.1 | 4.7
CC(=O)c1ccc(NC(=O)COC(=O)c2ccccc2N=Nc2ccc(N(C)C)cc2)cc1 | 7.8 | -3.0 | 2.4 | 2.5 | 2.0 | 0.2 | 3.0 | 9.6 | -8.2
Cc1c(C(=O)Nc2ccc(OC(F)(F)F)cc2)sc2nc3n(c(=O)c12)CCC3 | 4.7 | -4.4 | 4.5 | 2.2 | 7.0 | -2.1 | 0.0 | 2.3 | -2.5

Quoted from the listing.
GRK2 inh with CCN(CC)S(=O)(=O)c1ccc(N2CCOCC2)c(NC(=O)c2ccccc2F)c1 : 1.0
PP5 inh with O=C(Nc1ccn(Cc2ccccc2F)n1)c1ccc(COc2ccccc2Cl)cc1 : 3.6
proCasp7 act with Cc1c(C(=O)Nc2ccc(OC(F)(F)F)cc2)sc2nc3n(c(=O)c12)CCC3 : -4.4

Back to the main list, starting two compounds before the break.
SMILES | GASC-1 inh | proCasp7 act | HCV core dimer | PP5 inh | Fh CTSL1 inh | PP1 counter | GRK2 inh | VLA-4 inh | proCasp3 act
CC(=O)c1ccc(NC(=O)COC(=O)c2ccccc2N=Nc2ccc(N(C)C)cc2)cc1 | 7.8 | -3.0 | 2.4 | 2.5 | 2.0 | 0.2 | 3.0 | 9.6 | -8.2
Cc1c(C(=O)Nc2ccc(OC(F)(F)F)cc2)sc2nc3n(c(=O)c12)CCC3 | 4.7 | -4.4 | 4.5 | 2.2 | 7.0 | -2.1 | 0.0 | 2.3 | -2.5
Cn1c(SCC(=O)Nc2ccc(NC(=O)c3cccs3)cc2)nnc1-c1ccncc1 | 2.7 | 3.0 | 3.1 | 1.9 | -0.6 | 0.5 | 7.0 | 2.4 | 8.6
Nc1cccc(C(=O)Nc2ccccc2Cl)c1 | 5.8 | 9.0 | 7.2 | 0.5 | 1.6 | -3.1 | 8.0 | -5.7 | -0.5
O=C(Nc1cccc2c1N(C(=O)c1ccco1)CCC2)c1ccco1 | -8.5 | 15.9 | -10.8 | -1.2 | 3.4 | -2.1 | 2.0 | 4.7 | 2.4
CN(C)c1ccc(C(=O)OCC(=O)Nc2cccc(S(=O)(=O)N3CCCC3)c2)cc1 | 9.0 | -2.4 | . | . | . | . | 0.0 | -8.3 | 6.6
CC(=O)Nc1cccc(OCC(=O)NC(C)c2ccc3ccccc3c2)c1 (stereo not drawn) | 19.2 | -7.8 | 3.9 | -0.3 | 8.0 | -2.8 | 0.0 | 0.6 | 0.9
O=C(NCCc1ccc(Cl)cc1)c1cc(=O)[nH]c2ccccc12 | -1.6 | 2.4 | -7.8 | 5.3 | 2.5 | 1.1 | 3.0 | 15.3 | 9.7
O=c1[nH]c2ccccc2n1CCC1CCCCC1 | ? | -7.7 | 1.6 | 4.4 | 0.9 | 5.8 | 4.0 | 4.3 | 1.1
N#Cc1ccc(C(=O)Nc2cc(-c3ccccc3)nn2-c2ccccc2)cc1 | 12.3 | 4.3 | -0.7 | 3.0 | 0.4 | 2.0 | 5.0 | 11.5 | -0.8
Cc1cc(C)c(S(=O)(=O)c2ccccc2)c(=O)[nH]1 | -2.3 | -0.2 | 0.5 | 3.3 | -3.3 | -1.4 | 2.0 | 10.6 | -2.9
CCOC(=O)c1cc[n+](CC(=O)c2ccc(F)cc2)cc1 | -3.0 | -8.3 | -7.9 | 0.4 | -3.4 | -2.5 | 0.0 | 1.7 | 4.4
O=C(NNC(=O)c1ccccc1-n1cccc1)c1cccc(Cl)c1 | -9.0 | -5.9 | -3.0 | 0.6 | -1.3 | -1.9 | 0.0 | 3.7 | -4.8
COc1cc(O)oc1C=Nc1ccc(C(=O)O)cc1 | -7.5 | -1.2 | -8.7 | 4.6 | 3.4 | -3.7 | 1.0 | 10.5 | 5.7
Cc1ccc(NC(=O)CN2C(=O)NC(C)(c3ccc4c(c3)OCO4)C2=O)cc1 (stereo not drawn) | 5.3 | -0.1 | . | . | . | . | 0.0 | 4.5 | 19.6
CCOc1ccc(CN(C)C(C)C(=O)NCCc2ccc(F)cc2)cc1 (stereo not drawn) | -25.8 | -10.1 | -1.9 | -5.8 | -4.3 | 1.7 | 0.0 | -8.4 | -6.9
CCCCN1C(=O)C(=O)N(c2ccccc2)C1=S | -0.8 | -6.2 | -0.1 | -0.6 | -4.4 | -2.7 | 2.0 | -8.7 | -7.1
CCC(=O)NC(c1cccc([N+](=O)[O-])c1)c1c(O)ccc2ccccc12 (stereo not drawn) | 12.8 | -0.2 | -2.6 | 3.7 | 0.1 | -0.1 | 1.0 | 19.3 | 4.6
Cc1ccccc1OCCc1c(C)[nH]c(=S)[nH]c1=O | -15.3 | 7.4 | -2.8 | -1.4 | 1.1 | -4.0 | 5.0 | 16.8 | -3.8
Cc1ccc(NC2=NCC(=O)N2Cc2ccc3c(c2)OCO3)c(C)c1 | 39.1 | 1.7 | -0.8 | -3.0 | 3.0 | -2.8 | 0.0 | 1.8 | 4.4
CC(C)c1cc(N2CCC(=O)NC2=O)cc(C(=O)O)c1O | -0.5 | -0.1 | -4.8 | 0.8 | 1.2 | -1.4 | 19.0 | 11.8 | -4.9
COCc1ccc(C(=O)NC2CC(C)(C)Cc3c2cnn3-c2ccc(C)cc2)o1 (stereo not drawn) | 7.4 | 5.3 | 9.4 | 4.0 | 2.3 | 0.1 | 2.0 | -2.5 | 0.3
O=C(Nc1ccc(OC(F)(F)F)cc1)C1CC(c2ccc(F)cc2)=NO1 (stereo not drawn) | -5.8 | -1.2 | -3.5 | 1.8 | -1.0 | -0.3 | 0.0 | 10.4 | 9.4
CCOC(=O)N1CCc2c(sc3ncn(Cc4ccc(F)cc4)c(=O)c23)C1 | 1.8 | -0.8 | 0.4 | -2.8 | 4.1 | -2.3 | 0.0 | 1.3 | 1.4
CCOC(=O)c1cccnc1SC(CC)C(=O)NCc1ccco1 (stereo not drawn) | 4.1 | 0.8 | 2.1 | 1.1 | -2.7 | 1.6 | 1.0 | 4.0 | 4.0
COc1ccc(/C(C)=C2\SC(=S)N(CCC(=O)O)C2=O)cc1 | -2.2 | -11.2 | -0.7 | 0.3 | 5.1 | -0.1 | 0.0 | -0.8 | -12.8
COCC(=O)NCc1ccc2c(c1)cc(C)n2C | 1.1 | 0.3 | -1.1 | 0.7 | 1.7 | 1.8 | 20.0 | 3.0 | 4.5
CCC(C)NC(=O)CC(NS(=O)(=O)c1ccc(Cl)cc1)c1ccco1 (stereo not drawn) | -9.9 | -8.7 | -8.2 | 1.9 | 0.8 | -2.8 | 6.0 | 107.6* | 1.0
CC(NS(=O)(=O)c1ccc([N+](=O)[O-])cc1)C(c1cccs1)N1CCOCC1 (stereo not drawn) | 22.6 | 5.5 | -6.6 | 3.4 | -1.0 | -2.9 | 2.0 | -6.2 | 0.3
CCOC(=O)c1c(NC(=O)CN2CCOCC2)sc(C(=O)NC)c1C | -1.5 | 8.8 | 0.1 | 1.7 | -0.4 | 0.6 | 0.0 | 0.1 | 3.1
COc1ccc(NC(=O)Cn2nnc(-c3ccccc3N)n2)cc1OC | -0.6 | 8.3 | -0.7 | 4.2 | -5.1 | -0.8 | 0.0 | -3.0 | 7.6
O=C(CCc1ccccc1)Nc1c(F)cccc1F | -1.9 | 4.3 | -2.4 | -0.3 | -1.5 | -3.9 | 4.0 | 1.1 | 1.0
CC(=O)c1ccc(OCc2cc(C(=O)N3CC[C@@H]4CCCC[C@H]4C3)no2)cc1 | -0.4 | -14.5 | 2.4 | 3.0 | 4.2 | -7.3 | 3.0 | -19.0 | -6.6
